S1P1 ag-PAM: S1P1 (human) agonism or agonism potentiation; S1P1 CRE-bla cells, forskolin, beta-lactamase FRET, potentiator mode; S1P1 agonist co-added at EC20, 2 nM; 100% = saturating reference agonist, 0% = basal; activation, % at 9.5 µM; P21453; 56,000 compounds, 0.57% hits;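 active = activation above a cutoff set at the mean activation of all tested compounds plus 3 SD, cut at about 54% in these data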;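 note: forskolin at 4 µM as EC80 and the EC20 agonist is SEW2871; 100% = SEW2871 at its EC100 plus forskolin at EC80; some compounds past the cut are filed as inactive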
S1P3 agonist: activates the human S1P3 receptor | Q99500 | S1P3 NFAT-BLA reporter cells, agonism, FRET ratio; relative to 1 µM S1P, basal subtracted | activation, % at 4.5 µM | 60,000 compounds, 0.1% hits | AID 373;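 active = activation above the screen-wide mean plus 3 SD, cut at about 4.5% in these data, passing the limit was not always enough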; note: some compounds called inactive have numbers as strong as hits
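material = human S1P3 NFAT-BLA reporter CHO cells | schedule = 4 h compound at 37 °C, 2 h substrate at RT | measured by = fluorescent BLA substrate, ex 405 nm, em 460/535 nm ratio | controls = 1 µM S1P reference | replication = primary once, confirmation triplicate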
HTR1E agonist: activates the human 5-HT1E serotonin receptor | AID 574 | P28566 | 65,000 compounds, 0.69% hits | CHO 5-HT1E Ga15 NFAT-bla reporter, FRET; 0% DMSO wells, 100% control agonist wells | activation, % at 6 µM;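 active = activation above a set limit, the screen-wide mean activation plus 3 SD, cut at about 8.5% in these data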;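 note: 100% = positive control agonist at 1 µM giving full maximal response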
Target sequence (P28566 whole entry, looked up): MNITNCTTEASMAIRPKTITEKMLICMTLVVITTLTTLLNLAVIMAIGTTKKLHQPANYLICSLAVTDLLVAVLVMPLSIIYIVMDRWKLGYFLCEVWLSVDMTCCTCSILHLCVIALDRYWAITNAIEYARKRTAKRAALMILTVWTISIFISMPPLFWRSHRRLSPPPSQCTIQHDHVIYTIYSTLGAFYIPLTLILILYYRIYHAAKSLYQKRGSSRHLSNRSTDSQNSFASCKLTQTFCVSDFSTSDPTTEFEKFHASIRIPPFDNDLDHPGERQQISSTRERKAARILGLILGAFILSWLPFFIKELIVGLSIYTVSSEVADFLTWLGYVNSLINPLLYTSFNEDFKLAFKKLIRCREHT
HER2 expr 66K: Her2 kinase expression inhibition | 65,000 compounds, 0.69% hits | AID 645 | SKBR-3 HER2 protein level, AlphaScreen, 18-24 h; hits give low values | HER2 level % of control, % at 10 µM | P04626;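 active = HER2 level under 5% of the carrier-only control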;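 note: 100% = DMSO carrier and 0% = 500 nM PU-H71 HSP90 inhibitor; lower value means stronger loss of Her2 protein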
MMP13 inh: blocks human MMP13 activity | P45452 | MMP-13 fTHP FRET cleavage, Mca fluorescence | inhibition, % at 4 µM | 65,000 compounds, 0.07% hits;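 active = inhibition above the mean of compound-free control plate wells plus 3 SD, cut at about 14% in these data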;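 note: 0% = DMSO wells and 100% = wells with reference MMP-13 inhibitor after basal subtraction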
A340 absorber: compound absorbs light at 340 nm | compound absorbance at 340 nm, fold over control | fold change at 10 µM | 65,000 tested, under 10 active;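 active = at 10 µM dose, initial 340 nm absorbance at least 2 fold that of control wells; inactive = change under 2 fold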;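 note: initial absorbance extrapolated from kinetic A340 decline of NADH oxidation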
Autofluor 339: intrinsic fluorescence of library compounds, ex339/em460 – biochemical, MLSMR library, data from DPM-DC assay, artefact control, profiling panel; compound autofluorescence, ex339/em460 nm, NADH buffer; hits give high values; 1 = no-compound wells, NADH background; fluorescence fold increase at 10 µM; 65,000 compounds, 5.5% hits;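 active = at 10 µM, mean starting fluorescence two-fold or more over control wells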;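 note: signal is the first read of a kinetic run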
5HT1E antag: antagonists of human 5-HT1E serotonin receptor | P28566 | CHO 5-HT1E Ga15 NFAT-bla reporter, FRET, antagonist | inhibition, % at 6 µM | 65,000 compounds, 0.99% hits;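 active = inhibition above a set limit, the mean inhibition across every tested compound plus 3 SD, cut at about 29% in these data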;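 note: signal is the 460 over 535 nm emission ratio of beta-lactamase substrate; 0% = agonist plus DMSO wells and 100% = wells without agonist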
5-HT1A blocker: 5-HT1a (human) receptor antagonism | 62,000 compounds, 0.68% hits | inhibition, % at 10 µM | P08908 | CHO 5-HT1a Ga15 NFAT-bla reporter, antagonist mode;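 active = inhibition above the mean of all tested compounds plus 3 SD, cut at about 43% in these data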;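 note: receptor stimulated by 5-CT agonist at 100 nM near EC80; beta-lactamase reporter measured by ratiometric fluorescence of a cleavable substrate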
Target sequence (P08908 whole entry, looked up): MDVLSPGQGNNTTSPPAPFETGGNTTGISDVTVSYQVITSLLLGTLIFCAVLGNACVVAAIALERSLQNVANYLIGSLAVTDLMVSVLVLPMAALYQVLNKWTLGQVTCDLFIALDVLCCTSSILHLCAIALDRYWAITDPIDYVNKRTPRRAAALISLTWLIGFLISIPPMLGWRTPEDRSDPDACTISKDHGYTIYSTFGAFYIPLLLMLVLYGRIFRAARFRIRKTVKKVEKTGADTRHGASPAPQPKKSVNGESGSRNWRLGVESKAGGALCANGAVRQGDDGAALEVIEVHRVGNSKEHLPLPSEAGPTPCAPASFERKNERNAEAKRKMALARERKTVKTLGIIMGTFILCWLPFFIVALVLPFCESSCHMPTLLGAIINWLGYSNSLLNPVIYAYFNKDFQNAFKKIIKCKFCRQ
Active calls of the source: *. Rows are unselected (roughly 8.5% active in at least one column).

For COc1ccc2cc3cc(C(=O)NCc4ccc5c(c4)OCO5)oc3nc2c1 the results were S1P1 ag-PAM 5.0, S1P3 agonist 0.1, HTR1E agonist -0.3, HER2 expr 66K 125.3, MMP13 inh -34.7, A340 absorber 1.03, Autofluor 339 5.07*, 5HT1E antag -7.4 and 5-HT1A blocker -15.8.
COCCn1c(SCc2cccnc2)nnc1-c1c[nH]c2ccccc12 was read as S1P1 ag-PAM 23.6, S1P3 agonist -0.1, HTR1E agonist 0.3, HER2 expr 66K 74.0, MMP13 inh -0.7, A340 absorber 1.02, Autofluor 339 1.09, 5HT1E antag -2.6 and 5-HT1A blocker -21.5.
`COc1cc(=O)n2c(-c3ccccc3)csc2n1` gave S1P1 ag-PAM -11.9, S1P3 agonist -1.7, HTR1E agonist 0.0, HER2 expr 66K 115.1, MMP13 inh -9.5, A340 absorber 1.02, Autofluor 339 1.05 and 5HT1E antag 9.2.
`N#CCC(=O)Nc1ccccc1C(=O)O` gave HTR1E agonist -0.3, HER2 expr 66K 102.9, MMP13 inh -6.0, A340 absorber 0.98, Autofluor 339 1.08, 5HT1E antag -16.9 and 5-HT1A blocker -1.7.
For CC(NC(=O)Nc1ccccc1)C(c1cccs1)N1CCN(C)CC1 (configuration not stated) the results were S1P1 ag-PAM -13.8, S1P3 agonist -1.1, HTR1E agonist 0.7, HER2 expr 66K 106.4, MMP13 inh -1.5, A340 absorber 1.04, Autofluor 339 1.12, 5HT1E antag 1.5 and 5-HT1A blocker 14.3.
O=C(C1CCCN(S(=O)(=O)Cc2ccccc2)C1)N1CCCCC1 (configuration not stated) was read as S1P1 ag-PAM -21.3, S1P3 agonist 0.2, HTR1E agonist 1.2, HER2 expr 66K 94.3, MMP13 inh 2.0, A340 absorber 0.99, Autofluor 339 1.07, 5HT1E antag -11.5 and 5-HT1A blocker -2.8.
CCCn1c(SCC(=O)O)nc2ccccc21 was read as S1P3 agonist -0.8, HTR1E agonist 0.7, HER2 expr 66K 80.8, MMP13 inh 4.8, A340 absorber 1.03, Autofluor 339 1.08, 5HT1E antag -8.5 and 5-HT1A blocker 0.6.
`O=C(Cn1c(=O)[nH]c2ccsc2c1=O)NC1CCCCC1` gave HTR1E agonist -0.8, HER2 expr 66K 126.2, MMP13 inh 5.5, A340 absorber 1.01, Autofluor 339 1.1, 5HT1E antag 7.2 and 5-HT1A blocker 5.6.
Screening COC(=O)c1cc(OC)c(OC)cc1NC(=O)c1cc(C)on1 returned S1P1 ag-PAM 17.0, S1P3 agonist -1.4, HTR1E agonist -1.2, HER2 expr 66K 89.1, MMP13 inh 6.6, A340 absorber 1.04, Autofluor 339 1.07, 5HT1E antag 0.1 and 5-HT1A blocker 19.0.
For COc1cccc(OCC(O)CO)c1 (configuration not stated) the results were S1P1 ag-PAM -10.7, S1P3 agonist 0.1, HTR1E agonist 1.1, HER2 expr 66K 90.4, MMP13 inh -5.4, A340 absorber 1, Autofluor 339 1, 5HT1E antag -4.9 and 5-HT1A blocker 1.7.
`CC1CCN(CC(O)COC2CCC(C(C)(C)C)CC2)CC1` (configuration not stated) gave S1P1 ag-PAM -1.9, S1P3 agonist -0.4, HTR1E agonist -0.1, HER2 expr 66K 88.8, MMP13 inh 4.4, A340 absorber 0.99, Autofluor 339 0.99, 5HT1E antag -8.6 and 5-HT1A blocker -13.9.
Screening Cc1cc(C(=O)CN2C(=O)c3ccccc3C2=O)c(C)n1Cc1cccs1 returned S1P1 ag-PAM 73.4, S1P3 agonist 0.4, HTR1E agonist -1.2, HER2 expr 66K 91.8, MMP13 inh -10.1, A340 absorber 0.99, Autofluor 339 1.01, 5HT1E antag 10.2 and 5-HT1A blocker 11.7.
Cn1c(N)c(C(=O)COC(=O)c2cccs2)c(=O)n(C)c1=O was read as S1P1 ag-PAM -7.4, S1P3 agonist 0.5, HTR1E agonist 0.8, HER2 expr 66K 71.7, MMP13 inh -4.1, A340 absorber 1, Autofluor 339 1.02, 5HT1E antag -9.5 and 5-HT1A blocker -9.7.
Screening CC1Cc2cc(C(=O)O)ccc2O1 (configuration not stated) returned S1P1 ag-PAM 13.2, S1P3 agonist -0.4, HTR1E agonist -0.1, HER2 expr 66K 101.7, MMP13 inh -2.4, A340 absorber 1, Autofluor 339 1.13, 5HT1E antag 12.8 and 5-HT1A blocker 3.7.
For CCOc1ccccc1C1C(C(=O)Nc2ccc(OC)cc2)=C(C)Nc2nc(CCCO)nn21 (configuration not stated) the results were S1P1 ag-PAM -0.8, S1P3 agonist 1.1, HTR1E agonist 0.1, HER2 expr 66K 92.5, MMP13 inh -0.6, A340 absorber 0.99, Autofluor 339 1.1, 5HT1E antag -2.6 and 5-HT1A blocker -7.3.
CCN1C(=O)/C(=C\N2CCCc3ccccc32)SC1=S was read as S1P1 ag-PAM -18.1, S1P3 agonist -0.9, HTR1E agonist 1.5, HER2 expr 66K 86.7, MMP13 inh 0.9, A340 absorber 1.02, Autofluor 339 1.14, 5HT1E antag -17.4 and 5-HT1A blocker -22.7.
`COc1ccc(Br)cc1C(=O)Nc1cccc(NC(=O)c2ccco2)c1` gave S1P1 ag-PAM -27.3, S1P3 agonist -0.8, HTR1E agonist 0.0, HER2 expr 66K 105.1, MMP13 inh 0.4, A340 absorber 1.04, Autofluor 339 1.06, 5HT1E antag 20.0 and 5-HT1A blocker 26.8.
`c1ccc(-c2csc3ncn4nnnc4c23)cc1` gave S1P3 agonist 0.2, HTR1E agonist -1.6, HER2 expr 66K 82.9, MMP13 inh -2.7, A340 absorber 1.03, Autofluor 339 1.26, 5HT1E antag -1.8 and 5-HT1A blocker 7.2.
`CCC(C)NC(=O)CC(c1ccc(OC)cc1)n1cccc1` (configuration not stated) gave S1P1 ag-PAM -6.1, S1P3 agonist -0.4, HTR1E agonist -1.1, HER2 expr 66K 89.2, MMP13 inh -0.4, A340 absorber 1.01, Autofluor 339 1.01, 5HT1E antag -0.6 and 5-HT1A blocker 7.0.
Screening COC(=O)c1ccc2c(=O)n(Cc3ccco3)c(SCC(=O)Nc3ccccc3Cl)nc2c1 returned S1P1 ag-PAM -10.2, S1P3 agonist -1.0, HTR1E agonist -0.3, HER2 expr 66K 39.6, MMP13 inh -0.9, A340 absorber 1.08, Autofluor 339 1.56, 5HT1E antag 9.7 and 5-HT1A blocker 6.0.
For CCc1nn(C(C)C(=O)NCCN2CCN(c3cccc(C)c3C)CC2)c(=O)c2cc3occc3n12 (configuration not stated) the results were S1P1 ag-PAM 19.0, S1P3 agonist -0.5, HTR1E agonist 62.1*, HER2 expr 66K 60.0, MMP13 inh 3.5, A340 absorber 0.98, Autofluor 339 1.09, 5HT1E antag -5.7 and 5-HT1A blocker 40.5.
For CCc1ccc2c(c1)CCCN2C(=O)c1ccccc1C(=O)O the results were S1P1 ag-PAM 10.4, S1P3 agonist -1.3, HTR1E agonist 1.8, HER2 expr 66K 67.7, MMP13 inh -1.3, A340 absorber 1.05, Autofluor 339 1.12, 5HT1E antag -9.3 and 5-HT1A blocker 1.4.
Screening COc1ccc(OC)c(CCNC(=O)Cn2sc3nc(C)cc(C)c3c2=O)c1 returned S1P1 ag-PAM -28.1, S1P3 agonist -0.1, HTR1E agonist 2.9, HER2 expr 66K 90.2, MMP13 inh 1.4, A340 absorber 1.07, Autofluor 339 1.16, 5HT1E antag -6.1 and 5-HT1A blocker 25.8.
COc1ccc(NC(=O)CSc2nnc(-c3cccnc3)n2Cc2ccco2)c(OC)c1 was read as S1P1 ag-PAM -5.9, S1P3 agonist 0.4, HTR1E agonist -0.3, HER2 expr 66K 80.0, MMP13 inh -1.5, A340 absorber 1.02, Autofluor 339 1.04, 5HT1E antag 3.5 and 5-HT1A blocker -8.2.
CCOc1ccc(N(CC(=O)NC(C)(C)C)C(=O)c2ccco2)cc1 was read as S1P1 ag-PAM -8.0, S1P3 agonist -0.5, HTR1E agonist -2.0, HER2 expr 66K 92.6, MMP13 inh 1.3, A340 absorber 1.04, Autofluor 339 1.1, 5HT1E antag 7.4 and 5-HT1A blocker 14.7.
For CCOC(=O)N1CCN(C2=NC3(CCCCC3)C(C#N)C(=O)N2)CC1 (configuration not stated) the results were S1P1 ag-PAM 20.9, S1P3 agonist -0.8, HTR1E agonist 0.5, HER2 expr 66K 122.4, MMP13 inh 3.2, A340 absorber 1.02, Autofluor 339 1.1, 5HT1E antag -4.1 and 5-HT1A blocker 5.3.
Screening COc1ccc(-c2cc3nc(C4CCN(C(=O)OC(C)(C)C)CC4)c(C(=O)O)cn3n2)cc1 returned S1P1 ag-PAM 1.6, S1P3 agonist 0.2, HTR1E agonist 1.0, HER2 expr 66K 69.0, MMP13 inh -28.5, A340 absorber 1.07, Autofluor 339 2.67*, 5HT1E antag -1.9 and 5-HT1A blocker -3.4.
`N#CCCn1cc(C(CC(=O)c2ccccc2)C(=O)O)c2ccccc21` (configuration not stated) gave S1P3 agonist -0.3, HTR1E agonist 0.9, HER2 expr 66K 79.6, MMP13 inh 1.8, A340 absorber 1.09, Autofluor 339 1.17, 5HT1E antag 0.8 and 5-HT1A blocker 0.8.
`Clc1cccc(CSc2nnc(-c3cccnc3)n2Cc2ccco2)c1` gave S1P1 ag-PAM 11.9, S1P3 agonist -1.0, HTR1E agonist 0.6, HER2 expr 66K 76.5, MMP13 inh -2.3, A340 absorber 0.97, Autofluor 339 1.68, 5HT1E antag 1.1 and 5-HT1A blocker 17.3.
Screening O=S(=O)(NCCc1ccncc1)c1ccc(S(=O)(=O)N2CCCCCC2)cc1 returned S1P1 ag-PAM -3.1, S1P3 agonist -0.6, HTR1E agonist -0.1, HER2 expr 66K 110.9, MMP13 inh 0.4, A340 absorber 1.01, Autofluor 339 1.04, 5HT1E antag 10.0 and 5-HT1A blocker 4.0.
Screening COc1ccc(Cc2nnc(NC(=O)C3CCCO3)s2)cc1 (configuration not stated) returned S1P1 ag-PAM -7.6, S1P3 agonist -0.4, HTR1E agonist -0.1, HER2 expr 66K 84.9, MMP13 inh 3.5, A340 absorber 0.97, Autofluor 339 1.03, 5HT1E antag -2.3 and 5-HT1A blocker 8.8.
CCOC(=O)CCCCC(=O)c1[nH]c(=O)[nH]c1CN1CCOCC1 was read as S1P1 ag-PAM -8.3, S1P3 agonist 0.2, HTR1E agonist -0.3, HER2 expr 66K 108.0, MMP13 inh -4.4, A340 absorber 1.04, Autofluor 339 1.06, 5HT1E antag -8.4 and 5-HT1A blocker 4.6.
`Cc1c(/C(O)=C2/C(=O)C(=O)N(CCN3CCOCC3)C2c2cccnc2)cnn1-c1ccccc1` (configuration not stated) gave S1P1 ag-PAM 0.1, S1P3 agonist -4.8, HTR1E agonist -1.5, HER2 expr 66K 79.8, MMP13 inh -6.6, A340 absorber 1.04, Autofluor 339 1.07 and 5HT1E antag -1.6.
Screening Cc1nn(Cc2ccc(Cl)c(Cl)c2)c(C)c1NC(=O)c1cc(CC(C)C)on1 returned S1P1 ag-PAM 76.4*, S1P3 agonist -0.6, HTR1E agonist 0.8, HER2 expr 66K 67.4, MMP13 inh 3.9, A340 absorber 1.05, Autofluor 339 1.03, 5HT1E antag 15.8 and 5-HT1A blocker -1.0.
Screening Cc1c(NC(=O)CCCCCN2C(=O)C3C4C=CC(C4)C3C2=O)c(=O)n(-c2ccccc2)n1C (configuration not stated) returned S1P1 ag-PAM 12.6, S1P3 agonist -1.4, HTR1E agonist 0.6, HER2 expr 66K 109.3, MMP13 inh 2.3, A340 absorber 1.07, Autofluor 339 1.11, 5HT1E antag 9.2 and 5-HT1A blocker 3.5.
